# p97 inhibitor: human p97 ATPase inhibition. P55072. recombinant p97 ATPase, Kinase-Glo ATP luminescence, 3 h. inhibition, % at 8 µM. hit rate 0.42% among 220,000. AID 1481; in the data active = inhibition above about 15%;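 also: 0% = DMSO vehicle and 100% = wells lacking enzyme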
# Furin inhibitor: blocks human furin protease activity. AID 463115. inhibition, % at 30 µM. hit rate 0.061% among 220,000. purified furin, fluorogenic substrate cleavage. P09958; in the data active = inhibition above about 25%; also: inactives centre near -15
# Target sequence (P09958 108-714 limits assumed): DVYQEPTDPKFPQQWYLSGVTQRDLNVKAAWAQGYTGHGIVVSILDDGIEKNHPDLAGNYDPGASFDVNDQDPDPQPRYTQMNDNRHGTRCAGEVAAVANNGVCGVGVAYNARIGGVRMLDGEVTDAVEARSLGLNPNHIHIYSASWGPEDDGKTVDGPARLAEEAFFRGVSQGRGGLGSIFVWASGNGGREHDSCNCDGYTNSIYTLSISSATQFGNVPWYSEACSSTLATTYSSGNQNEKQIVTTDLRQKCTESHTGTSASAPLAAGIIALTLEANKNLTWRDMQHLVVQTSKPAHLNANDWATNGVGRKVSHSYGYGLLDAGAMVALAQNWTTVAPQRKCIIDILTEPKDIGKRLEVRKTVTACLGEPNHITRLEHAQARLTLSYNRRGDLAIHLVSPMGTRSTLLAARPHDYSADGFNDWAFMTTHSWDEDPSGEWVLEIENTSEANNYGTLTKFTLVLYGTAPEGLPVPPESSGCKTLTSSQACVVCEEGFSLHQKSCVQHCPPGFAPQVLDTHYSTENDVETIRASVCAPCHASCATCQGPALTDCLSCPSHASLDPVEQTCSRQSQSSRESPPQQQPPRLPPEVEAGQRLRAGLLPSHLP
# RBBP9 inh: blocks human serine hydrolase RBBP9; O75884; recombinant RBBP9, FP-Rh probe fluorescence polarization; inhibition, % at 7.94 µM; hit rate 0.2% among 220,000;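 active = inhibition above the campaign mean of all tested compounds plus 3 SD, cut at about 14% in these data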;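 also: plate controls were DMSO wells with RBBP9 for no effect and wells lacking RBBP9 protein for full effect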
#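 Assay system: recombinant human RBBP9; Reagent: Serine-hydrolase probe FP-Rh, 375 nM pre-mixing; Doses: 7.94 µM single dose, 0.794% DMSO; Incubation: 30 min then 45 min, 25 °C; Detection: fluorescence polarization (mP), excitation 525 nm, emission 598 nm; Evaluation: percent inhibition from mP, scaled between DMSO and no-protein wells.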
# Runt-CBFb FRET: Runt domain-CBFb interaction inhibition; Q01196+Q13951; Cerulean-Runt/Venus-CBFb FRET ratio 530/480, 1 h; inhibition, % at 20 µM; hit rate 0.46% among 220,000;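 active = inhibition over about 50% at 20 µM in the single-dose screen, limit read from the data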;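 also: 0% = DMSO wells and 100% = excess unlabeled CBFb competitor control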
#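 System: Cerulean-labeled Runt domain protein | Quantity: 100 nM of each labeled protein | Schedule: 1 h compound exposure, room temperature | Detection: Fluorescence energy transfer, 422 nm excitation, 530/480 nm emission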
# p47phox inh: blocks human p47phox regulatory protein of NADPH oxidases; inhibition, % at 24.7 µM; AID 1274; p47phox/p22phox peptide binding, fluorescence polarization, 2 h; P14598; hit rate 0.53% among 220,000;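 active = inhibition above about 30%, limit read from the data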;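 also: 0% = p47phox with labelled peptide and 100% = labelled peptide alone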
# Target sequence (P14598 whole entry, looked up): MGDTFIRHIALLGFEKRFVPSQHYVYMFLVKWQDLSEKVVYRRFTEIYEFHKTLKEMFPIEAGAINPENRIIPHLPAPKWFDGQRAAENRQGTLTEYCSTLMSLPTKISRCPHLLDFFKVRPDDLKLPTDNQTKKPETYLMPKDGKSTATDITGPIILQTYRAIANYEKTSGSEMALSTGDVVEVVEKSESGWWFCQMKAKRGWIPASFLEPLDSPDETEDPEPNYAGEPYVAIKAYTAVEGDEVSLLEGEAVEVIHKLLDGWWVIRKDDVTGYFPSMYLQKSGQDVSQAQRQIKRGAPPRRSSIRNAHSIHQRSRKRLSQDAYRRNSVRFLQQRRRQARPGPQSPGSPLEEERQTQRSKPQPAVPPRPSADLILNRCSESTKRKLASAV
# Calpain2 inh: calpain II (pig) inhibition; purified calpain II, fluorogenic peptide substrate, 30 min; inhibition, % at 16 µM; hit rate 0.37% among 220,000; AID 1236;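 active = inhibition above about 50%, limit read from the data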
# Tb hexokinase: T. brucei hexokinase 1 inhibition. inhibition, % at 10 µM. AID 1430. hit rate 0.11% among 220,000. recombinant TbHK1, G6PDH-coupled NADH A340;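 active = inhibition of 50% or more in the single-dose primary screen; inactive = inhibition below 50%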
# Runt-SMMHC FRET: Runt domain-CBFb-SMMHC interaction inhibition | AID 1434 | inhibition, % at 20 µM | Cerulean-Runt/Venus-CBFb-SMMHC FRET ratio 530/480, 1 h | hit rate 0.74% among 220,000;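 active = mean inhibition across duplicate retests at 20 µM reaching about 50%, limit read from the data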;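 also: 0% = DMSO wells and 100% = wells with excess untagged CBFb-SMMHC; inhibitors lower the FRET ratio by blocking Runt binding to CBFb-SMMHC; some results filed as inactive read as strong as hits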
# EBV gp42 block: blocks Epstein-Barr virus glycoprotein 42 binding; Q1HVG2; Fluorescence polarization binding assay, mP read-out; inhibition, % (tested at 21.74 µM); hit rate 0.42% among 220,000; AID 1085; in the data active = inhibition above about 50%
# * hit, by the source's call; i = inactive; x = no result given; [ ] = dose if it differs, or a comment.
# Every second line gives: EBV gp42 block	Calpain2 inh	p97 inhibitor	Runt-CBFb FRET	p47phox inh	RBBP9 inh	Runt-SMMHC FRET	Furin inhibitor	Tb hexokinase
O=[N+]([O-])C1=CC=C2C(=NC3(CCCCC3)N2O)C1=NCCc1ccccc1
    -12.2	-50.2	4.5	-2.8	129.5*	7.0	0.5	-26.8	-6.1
OC1CC(c2ccco2)NC2(CCCCC2)C1 (centres undefined)
    -19.9	6.2	2.5	-0.3	-4.6	3.6	-1.6	6.7	-10.6
COC(=O)CSc1nnc(SCc2ccc(OC)cc2)s1
    5.5	2.3	-8.5	-0.9	-12.3	-5.2	-1.7	-11.8[20 µM]	7.1
O=C(CCl)NCCCCCCCCCNC(=O)CCl
    -0.9	-3.1	1.6	-1.3	0.9	-7.0	-0.4	2.2	4.4
COc1ccc(NC(=O)N2CCCCC2c2cccnc2)cc1 (centres undefined)
    -10.8	-2.7	2.1	-0.5	0.3	3.9	3.0	-26.2	0.8
O=C(NC(Cc1ccccc1)C(=O)O)OCc1ccccc1 (centres undefined)
    -9.8	26.3	2.9	-1.5	-4.7	-8.9	2.2	-22.9	6.8
CCCC(=O)N1CCC(O)(c2cccc(F)c2)CC1
    7.8	-37.9	1.2	-1.2	6.9	1.9	3.2	-15.8	0.9
COc1cc(/C=C(\C#N)C(=O)NCC2CCCO2)ccc1OCC(N)=O (centres undefined)
    -17.1	2.6	5.7	1.0	-0.3	3.2	24.8	-16.4	-26.5
OCC1(Cc2cccc(Cl)c2)CCCN(Cc2ccc3cc(F)ccc3n2)C1 (centres undefined)
    0.5	14.5	-2.7	-1.4	-23.0	-10.6	0.3	-3.3	0.8
CCN(CC)CCCNC(=S)N(Cc1cccnc1)Cc1cc2cc(C)ccc2[nH]c1=O
    -9.8	16.5	8.5	0.9	-8.7	-1.0	-4.9	-16.6	-16.2
COc1ccccc1NC(=O)COC(=O)Cc1cccs1
    -9.7	-40.0	4.3	1.0	-17.3	1.8	2.0	-26.9	-2.5
O=C1c2ccc([N+](=O)[O-])cc2C(=O)N1c1ccc(Cl)cn1
    4.0	-17.6	-0.3	-0.6	-5.2	-2.3	1.2	-15.9	-11.7
O=C(O)CCC(=O)N1CCc2cc(S(=O)(=O)NC3CCCc4ccccc43)ccc21 (centres undefined)
    -9.2	12.9	0.5	-2.5	-6.4	-5.0	-4.1	-23.9	-1.8
O=C(Nc1cccc(OCC(=O)N2CCOCC2)c1)c1cccc([N+](=O)[O-])c1
    -2.8	5.1	-2.9	1.3	-5.1	-18.7	1.5	-10.5	8.8
CC(C)(C)n1ncc2c(=O)n(CC(=O)NC3CCCCC3)cnc21
    -22.5	-8.1	2.5	-2.3	-21.4	-1.1	1.3	-31.2	2.4

# (more compounds)
# Every second line gives: EBV gp42 block	Calpain2 inh	p97 inhibitor	Runt-CBFb FRET	p47phox inh	RBBP9 inh	Runt-SMMHC FRET	Furin inhibitor	Tb hexokinase
CCOC(=O)C1=C(c2ccccc2)OC(N)=C(C#N)C1C1CCCCC1 (centres undefined)
    -16.5	2.5	4.3	0.5	-13.7	-4.9	-2.2	-20.1[20 µM]	-6.0
Cc1cc(Br)ccc1SCC(=O)OCC(=O)Nc1ccccc1C#N
    -3.7	22.3	0.1	0.0	-11.8	-5.0	-5.1	-22.6	1.4
CC(C)C1N(C(=O)CN2CCCCC2)CCN1S(=O)(=O)c1ccccc1 (centres undefined)
    -10.7	-2.8	5.4	-1.2	3.8	9.2	1.0	-14.9	4.2
CCOC(=O)c1cc(-c2cccs2)nc2c1c(C)nn2-c1ccccn1
    -5.0	-350.3	-1.7	2.6	-11.6	-13.4	-3.3	-9.6	-2.6
O=C(N/N=C/c1cccc(O)c1)c1ccccc1O
    -7.1	-0.1	-5.0	-0.7	2.0	-11.1	-3.3	-14.8	-33.8
Cc1cc(=O)n2c3c(cccc13)CCC2
    -10.9	-3.2	0.3	-1.8	-10.7	4.2	-3.6	7.3	-1.6
CCCOc1ccc(-c2nc(N)n[nH]2)cc1
    -0.8	-20.7	-0.5	-2.6	5.3	-8.4	0.1	-7.7	49.9
O=C(Nc1ccc(O)c2c(=O)cc(-c3cccc(Cl)c3)oc12)c1ccc(F)cc1
    -13.5	23.8	x	-0.2	-6.2	x	-5.8	0.4	-3.3
CC(C)CC(=O)NC(Nc1ccc([N+](=O)[O-])cc1)C(Cl)(Cl)Cl (centres undefined)
    -11.8	23.0	-1.0	0.0	5.0	4.2	5.8	-10.2	-15.6
COC(=O)c1cc(CNC(=O)c2ccccc2Cl)ccc1OC
    -24.2	-6.6	4.8	-2.3	-2.1	4.1	1.9	-11.6	3.8
COc1cc2nc(NC(=O)c3ccco3)sc(=O)c2cc1OC
    -9.5	-8.8	5.6	5.6	0.3	4.0	0.5	-18.9	-14.4
Cc1ccc2nc(C)cc(Cl)c2c1
    -9.1	7.0	4.4	1.4	-8.7	-10.2	3.0	-33.4	2.6
COc1ccc(N2CCN(S(C)(=O)=O)CC2)cc1
    -14.8	6.2	-3.1	0.9	-7.0	-8.0	-1.4	-8.5[20 µM]	-0.7
CCN1CN=C(NS(=O)(=O)c2ccc(C)cc2)NC1
    2.7	6.1	-2.6	0.7	-0.5	-5.4	-2.0	-17.1[20 µM]	-5.5
Cc1ccc(SCc2[nH]nc3c2C(c2ccco2)C(C#N)=C(N)O3)cc1 (centres undefined)
    -6.6	-72.9	-1.2	3.3	-35.7	3.6	-2.2	-5.1[20 µM]	8.2

# Single records, from the list above.
# CC(C)CC(=O)NC(Nc1ccc([N+](=O)[O-])cc1)C(Cl)(Cl)Cl (centres undefined) in the list: EBV gp42 block = -11.8; Calpain2 inh = 23.0; p97 inhibitor = -1.0; Runt-CBFb FRET = 0.0; p47phox inh = 5.0; RBBP9 inh = 4.2; Runt-SMMHC FRET = 5.8; Furin inhibitor = -10.2; Tb hexokinase = -15.6
# CCCOc1ccc(-c2nc(N)n[nH]2)cc1 in the list: EBV gp42 block = -0.8; Calpain2 inh = -20.7; p97 inhibitor = -0.5; Runt-CBFb FRET = -2.6; p47phox inh = 5.3; RBBP9 inh = -8.4; Runt-SMMHC FRET = 0.1; Furin inhibitor = -7.7; Tb hexokinase = 49.9

# Additional results follow.
# Every second line gives: EBV gp42 block	Calpain2 inh	p97 inhibitor	Runt-CBFb FRET	p47phox inh	RBBP9 inh	Runt-SMMHC FRET	Furin inhibitor	Tb hexokinase
CC1CCN(C(=O)c2ccccc2NC(=O)c2cccc(S(=O)(=O)N3CCOCC3)c2)CC1
    -12.2	20.0	-2.4	0.1	11.2	-8.9	-1.1	-24.9	-1.6
CCCS(=O)(=O)c1c(S(=O)(=O)CCC)c2cc(-c3ccncc3)ccn2c1C(=O)OC
    1.5	i	1.0	17.6	7.1	-13.0	109.2*	-73.0	-13.8
NC(=NC1CCCCC1)c1ccc(Cl)cc1
    6.1	-15.2	-0.9	2.2	-1.5	-3.0	-4.4	-35.4	-5.6
CSc1ccccc1C(=O)Nc1cccc([N+](=O)[O-])c1C
    -2.6	-14.7	5.2	-0.9	4.7	1.5	-4.0	-17.7	2.9
CCC(=O)NC1(C(F)(F)F)C(=O)Nc2c1c(=O)[nH]c(=O)n2Cc1ccco1 (centres undefined)
    -15.1	0.6	2.5	-1.8	-7.4	1.2	-10.7	-0.6	4.4
Cc1ccccc1NC(=O)CSc1nnc(-c2ccccc2)n1-c1ccccc1
    -16.7	-22.0	1.3	x	6.5	-2.7	-6.3	-13.4[20 µM]	5.0
Cc1nc(C)c(CCNC(=O)c2cccc(Cl)c2)s1
    -7.8	-1.3	9.1	-0.6	-10.3	-9.1	-0.1	-19.2	-3.3
O=C(/C=C/c1cn(-c2ccccc2)nc1-c1cccnc1)c1ccco1
    -0.2	15.5	0.2	-10.0	-27.1	-15.3	-7.7	-16.1	-24.6
COc1ccc(C)cc1NC(=O)CC1COc2ccccc2O1 (centres undefined)
    -6.7	28.2	-7.9	-1.4	-2.7	-7.3	-1.7	-15.3	0.9
Cc1ccc(S(=O)(=O)n2ccnc2)cc1C
    -16.2	-3.4	x	2.2	-4.0	x	0.9	-13.8	-5.9
CC(=O)OC1CC(c2cc(C(C)(C)C)c(O)c(C(C)(C)C)c2)=NO1 (centres undefined)
    0.0	-6.3	3.5	0.0	-8.6	-4.5	0.3	-10.7	-0.6
CC(C)(C)OC(=O)N1CCC(CNC(=O)c2ccc(F)cc2)CC1
    -7.7	-12.0	-2.2	1.6	-3.4	-4.4	4.5	-23.1	-8.4
Cc1ccc(-n2nc(C)cc2N)c(C)c1
    2.5	9.5	0.7	-1.4	-1.9	-7.7	-1.9	-18.9	-0.9
Cn1cccc1/C=C1\Cc2ccccc2C1=O
    -44.2	-9.4	-15.1	18.6	-17.9	-1.5	33.1	-6.3	5.1
COc1ccc(-n2cc(-c3ccc(Cl)cc3)[nH]c2=S)cc1
    -5.7	-15.3	7.2	20.3	-5.1	-3.9	23.3	-14.3	-17.3

# Continued:
# Every second line gives: EBV gp42 block	Calpain2 inh	p97 inhibitor	Runt-CBFb FRET	p47phox inh	RBBP9 inh	Runt-SMMHC FRET	Furin inhibitor	Tb hexokinase
CCOC(=O)C(C)Oc1ccc(NC(=O)C(Cl)Cl)cc1 (centres undefined)
    -19.0	-7.3	7.3	1.4	-6.6	-3.4	2.4	-17.4	-3.5
CCOC(=O)C(=CNc1ccc(NC2=NCC(C)(C)S2)cc1)C(=O)OCC
    -6.6	26.2	-9.5	-1.9	-16.4	-9.8	-2.3	6.3	-65.1
COc1ccccc1Oc1c(C)oc2cc(OC(=O)c3ccco3)ccc2c1=O
    -1.7	i	2.0	1.7	-1.7	-10.3	1.7	-20.2[20 µM]	-18.9
COc1cccc(N2CCN(c3c4c(nc5ncnn35)CCC4)CC2)c1
    5.6	5.5	-4.2	0.1	-13.1	-10.7	-3.3	-18.3[20 µM]	-3.9
N#Cc1cccc(C(c2nnnn2C2CCCC2)N2CCCCCC2)c1 (centres undefined)
    -19.2	26.4	-7.6	-4.1	-3.9	-2.3	-1.8	-8.7[20 µM]	8.6
CCOC(=O)c1c(C)[nH]c(C(=O)NCc2ccco2)c1C
    11.9	5.6	1.1	0.3	-6.1	4.7	4.0	-14.9	-0.5
COc1cccc(N2CCN(c3ccc(S(=O)(=O)N4CCCC4)cc3)CC2)c1
    -11.3	-11.1	-5.1	1.2	-7.8	-8.0	-5.8	-14.1	-3.9
Cc1cc(C)nc(SCC(=O)c2ccc(O)cc2O)n1
    1.4	2.7	4.5	12.1	-5.0	-8.6	4.8	-39.7	-59.7
Cc1cc(Cl)nc(-n2nc(C)cc2C)n1
    -13.9	-13.9	6.1	0.0	-12.1	-4.9	1.9	-26.5	-3.2
COc1cc(CN(C(=O)c2ccco2)c2ccc(C)cc2)ccc1O
    -13.6	15.7	1.7	2.2	5.1	-3.5	1.2	-9.5[20 µM]	-1.2
Cc1cc(C(F)(F)F)nn1Cc1n[nH]c(=S)n1-c1ccc(Cl)cc1
    24.2	20.0	0.5	2.0	31.1*	0.7	2.0	-16.0[20 µM]	-5.2
CC(C)(C)c1ccc(Cn2nc(CC(=O)O)c3ccccc3c2=O)cc1
    -16.4	-6.0	0.4	-1.2	-8.4	-1.4	-10.3	-19.3	-0.5
CCOc1ccccc1OCC(=O)OCC(=O)Nc1ncc(Cl)cc1Cl
    5.3	-5.1	-1.9	0.8	10.9	0.8	-1.6	-28.7	-2.9
C/C(Cn1cnc([N+](=O)[O-])n1)=N\NC(=O)c1ccccc1
    -14.6	-22.6	2.7	-0.8	9.0	-7.1	4.6	-27.2[20 µM]	4.4
COc1ccc(-c2c(C#N)c(N)nc3c2c(=O)n(C)c(=O)n3C)cc1
    -12.5	-106.5	-0.1	0.7	-4.2	0.0	-4.2	-0.2[20 µM]	-9.5
CCOc1c2ccc(C(=O)NCc3ccc4c(c3)OCO4)cc2nn1C
    -2.7	i	2.4	0.3	0.2	-2.9	-1.7	-13.8[20 µM]	-6.7
